Assay outcomes from PubChem BioAssay.
C-LANA FP – inhibitors of KSHV LANA C-terminal domain DNA binding; MBP-C-LANA/FAM-LBS DNA binding, fluorescence polarization; inhibition, % at 9 µM; hit rate 0.078% among 340,000; AID 504423;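 active = highest replicate inhibition at or above 60% at 9 µM, even if other replicates fall short; inactive = all replicates below 60% inhibition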;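 also: 0% = neutral control wells and 100% = 4 µM acridine orange control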
Keap1-Nrf2 PPI – inhibitors of human Keap1-Nrf2 protein-protein interaction; Q14145; Keap1 Kelch-Nrf2 peptide fluorescence polarization, 1536-well; inhibition, % at 9.4 µM; hit rate 0.15% among 340,000; AID 504523; in the data active = inhibition above about 12%;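 also: human Keap1 Kelch domain with fluorescein labeled Nrf2 9mer peptide probe; 0% = neutral control wells and 100% = peptide positive control; higher means more block of Keap1 binding to Nrf2 peptide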
Target sequence (Q14145 whole entry, looked up, the tested form may be a part): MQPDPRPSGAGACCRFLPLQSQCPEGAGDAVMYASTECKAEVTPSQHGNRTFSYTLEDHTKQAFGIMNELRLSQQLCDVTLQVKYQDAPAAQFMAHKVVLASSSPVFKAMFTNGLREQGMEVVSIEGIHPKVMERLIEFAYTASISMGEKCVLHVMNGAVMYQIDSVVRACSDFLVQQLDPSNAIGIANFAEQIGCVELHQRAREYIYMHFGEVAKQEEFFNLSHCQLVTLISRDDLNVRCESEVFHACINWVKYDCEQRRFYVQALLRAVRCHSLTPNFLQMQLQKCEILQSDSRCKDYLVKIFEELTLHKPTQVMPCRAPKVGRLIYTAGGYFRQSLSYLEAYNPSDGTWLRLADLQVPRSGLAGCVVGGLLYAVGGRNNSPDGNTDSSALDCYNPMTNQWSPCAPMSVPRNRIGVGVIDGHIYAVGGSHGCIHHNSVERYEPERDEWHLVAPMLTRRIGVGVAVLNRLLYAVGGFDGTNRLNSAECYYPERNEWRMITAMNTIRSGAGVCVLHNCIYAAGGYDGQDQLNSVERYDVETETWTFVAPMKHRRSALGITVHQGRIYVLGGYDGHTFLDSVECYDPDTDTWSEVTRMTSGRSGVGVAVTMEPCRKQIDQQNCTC
RTF Ca sens act – increases calcium sensitivity of human cardiac regulated thin filaments | hit rate 0.24% among 340,000 | P19429+P45379 | IANBD-labeled TnC RTF fluorescence at EC20 calcium; 0% EC20 calcium, 100% full calcium | AID 493008 | activation, % at 7.2 µM;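 active = activation above the mean over all tested compounds plus 3 SD, cut at about 30% in these data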;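 also: rise in fluorescence read as greater calcium sensitivity of cardiac thin filaments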
PKA-R2B act – PKA-R2B complex activation; hit rate 0.079% among 340,000; PKA-R2B holoenzyme dissociation, Cy5-IP20 fluorescence polarization; R2B truncated from residue 108, S112A mutant; 0% DMSO only, 100% 113 µM cGMP; activation, % at 11.4 µM; P22694+P31323;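 active = activation above a cutoff set at the mean over all compounds plus 3 SD, cut at about 18% in these data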;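 also: higher means more holoenzyme dissociation and a rise in polarization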
Rtt109 Vps75 – blocks Candida albicans Rtt109/Vps75 acetyltransferase activity. Q5AAJ8. purified Rtt109/Vps75, ThioGlo CoA-SH fluorescence, 4 h. inhibition, % at 34.9 µM. hit rate 0.16% among 330,000;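 active = inhibition of at least 50% in every replicate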
Target sequence (Q5AAJ8 whole entry, looked up): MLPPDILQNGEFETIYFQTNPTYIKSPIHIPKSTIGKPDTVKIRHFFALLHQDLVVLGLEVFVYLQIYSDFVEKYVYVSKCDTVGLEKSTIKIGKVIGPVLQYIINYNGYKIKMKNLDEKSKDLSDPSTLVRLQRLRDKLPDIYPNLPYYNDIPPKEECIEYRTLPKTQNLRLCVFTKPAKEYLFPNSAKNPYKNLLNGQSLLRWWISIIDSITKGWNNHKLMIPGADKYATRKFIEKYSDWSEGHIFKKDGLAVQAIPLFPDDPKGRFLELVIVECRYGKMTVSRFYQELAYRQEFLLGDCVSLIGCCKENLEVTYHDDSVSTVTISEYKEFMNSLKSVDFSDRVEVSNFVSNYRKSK
DAGLB inh – blocks human DAGLB lipase activity; inhibition, % at 5.17 µM; Q8NCG7; HEK293T DAGLB membrane lysate, EnzChek fluorogenic substrate; hit rate 0.059% among 340,000; in the data active = inhibition above about 34%;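 also: 0% = enzyme with vehicle and 100% = wells lacking enzyme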
SR-BI uptake up – enhances SR-BI lipid uptake from DiI-HDL; activation, % at 12.5 µM; hit rate 0.096% among 320,000; CHO ldlA[mSR-BI] cells, DiI-HDL uptake fluorescence, 3 h; 100 = double the neutral-control signal; AID 504775;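 active = mean replicate activation of at least 60% and every replicate at or above 60%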;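 also: 0% = median plate neutral-control signal and 100% = twice that signal; values of inactives mirror those of a sister screen read the other way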
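Assay system: CHO ldlA[mSR-BI] cells, LDL receptor-null, SR-BI overexpressing; medium: Ham's F12 with 0.5% BSA, HEPES 25 mM, pH 7.4; also added: DiI-HDL 10 µg/mL; timing: 3 h uptake period with compound, 37 °C; signal: DiI fluorescence, bottom read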
Cardiac RTF inh – cardiac RTF calcium desensitization; hit rate 0.12% among 340,000; IANBD-labeled cardiac RTF, Ca2+ fluorescence; AID 493244; inhibition, % at 7.15 µM; P19429+P45379;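 active = inhibition above the mean inhibition of all tested compounds plus 3 SD, cut at about 17% in these data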;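 also: assay run at fixed EC70 calcium of 1.6 mM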
CAL PDZ FP-1 – CAL PDZ (human) peptide binding inhibition | Q9HD26 | purified CAL PDZ, TMR-peptide fluorescence polarization, 1 h | inhibition, % at 24.9 µM | hit rate 0.92% among 300,000 | AID 602252;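 active = mean inhibition of at least 30% with at least half of replicates also reaching 30%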;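 also: 0% = DMSO neutral control and 100% = excess unlabeled competitor peptide PRC23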
CAL PDZ FP-2 – inhibitors of human CAL PDZ peptide binding; Q9HD26; purified CAL PDZ, TMR-peptide fluorescence polarization, 1 h; inhibition, % at 20 µM; hit rate 0.02% among 330,000; AID 504414;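 active = highest replicate inhibition of at least 40%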;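 also: plate controls were DMSO neutral control wells for no effect and unlabeled competitor peptide control wells for full effect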
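Test system: tagged CAL PDZ domain / Buffer or medium: sodium phosphate/NaCl buffer pH 7.4 with TCEP, IgG, Thesit / Reagent: TMR-labelled reporter peptide T*-PRC34 bound in PDZ groove / Compound dosing: single point, 20 µM / Schedule: 1 h incubation at room temperature before polarization reading / Technique: fluorescence polarization (mP) / Benchmarks: unlabelled peptide, DMSO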
* hit, by the source's call; · = no result given.

Every second line gives: C-LANA FP	Keap1-Nrf2 PPI	RTF Ca sens act	PKA-R2B act	Rtt109 Vps75	DAGLB inh	SR-BI uptake up	Cardiac RTF inh	CAL PDZ FP-1	CAL PDZ FP-2
O=C(/C=C/c1ccc(F)cc1)NC(Cc1c[nH]c2ccccc12)C(=O)O (centres undefined)
    0.6	-3	9	0	-2	-4	-16	-14	-5	-0.8
NS(=O)(=O)c1cccc(NC(=O)CCS(=O)(=O)c2ccc(Cl)cc2)c1
    -0.4	0	2	-16	-4	-2	·	0	1	0.8
Cc1ccc(NS(=O)(=O)c2ccc(-c3ccc(=O)[nH]n3)o2)cc1N(C)C
    0.0	0	-6	0	-11	3	5	2	-5	-1.7
CC(C)(Sc1cc(C(C)(C)C)c(O)c(C(C)(C)C)c1)Sc1cc(C(C)(C)C)c(O)c(C(C)(C)C)c1
    -1.6	-2	8	0	8	-2	14	3	-1	-0.2
Cc1cc(=O)oc2cc(OC(C)C(=O)N3CCCc4ccccc43)ccc12 (centres undefined)
    2.0	-2	-1	-3	-5	-2	-16	0	0	-0.4
N#Cc1cc(-c2ccccc2)oc1/N=C/c1ccccc1O
    0.6	1	-2	-6	6	2	5	4	2	-1.0
COc1ccc(-c2noc(-c3ccccc3Cl)n2)cc1OC
    -4.0	-2	-10	-10	5	-7	-37	-2	-5	-3.9
CCCc1nc2c([nH]1)c(=O)n(C)c(=O)n2C
    0.7	2	2	5	6	2	12	-8	-7	-0.8
COc1ccccc1-c1cn[nH]c1-c1ccc(OCc2ccc([N+](=O)[O-])cc2)cc1O
    -1.3	-2	0	-8	-15	-2	-39	-10	-7	0.0
Oc1ccccc1C1=Nc2ccccc2N=C(c2ccco2)C1
    2.0	-3	-4	-11	-2	-3	-22	-3	-7	·
CC(=O)c1cc(F)c(N2CCN(C(=O)Cc3ccccc3)CC2)cc1C
    -3.1	1	-1	-19	-1	-5	-23	1	0	0.4
CC1(C#CC[N+]2(C)CCCCC2)CCC2C(O1)c1ccccc1OC2(C)C (centres undefined)
    -0.6	2	9	-5	3	0	15	-9	·	-2.9
CCn1c2ccccc2c2cc(NC(=O)CNCc3ccccc3OC)ccc21
    0.1	-4	4	2	14	-1	·	-5	1	-1.6
Cc1ccc2c(C)c(C(=O)Nc3c(C)n(C)n(-c4ccccc4)c3=O)oc2c1
    -0.4	-6	5	3	-6	2	-39	4	-6	·
CCOc1ccc(-c2c(C(=O)N/N=C/c3ccoc3)nnn2-c2nonc2N)cc1
    0.0	-1	3	-5	8	2	-28	-15	-3	-1.6
COc1ccccc1NC(=O)C1Cc2ccccc2CN1C(=O)c1ccco1 (centres undefined)
    -0.1	-3	0	2	1	0	·	3	0	-1.4
Cc1cccc(NC(=O)c2ccc3ccccc3n2)n1
    0.7	-4	-4	-2	1	-11	2	-5	-6	·
COc1ccc(CNCCSc2nnnn2C)cc1OC
    -1.8	-13	-6	-6	-11	-3	3	3	5	0.3
Cc1ccc(NC(=O)CSc2nnc(-c3ccco3)c(-c3ccco3)n2)cc1
    2.3	3	-4	-1	16	7	1	-1	-7	-2.5
COc1ccc(C(=O)NCC(=O)N/N=C/c2c(C)[nH]c3ccccc23)cc1OC
    -0.2	0	3	8	-2	0	-35	1	3	-1.4
O=C(O)c1ccc(C(=O)O)c(C(=O)c2ccc(NC(=O)c3ccccc3)cc2)c1
    -1.0	-5	-7	-2	-2	1	10	-10	-1	-2.4
Cc1cc(C(=O)Nc2c(C)nn(Cc3c(Cl)cccc3Cl)c2C)no1
    1.9	-2	-3	-4	27	0	-1	0	-4	-2.3
O=C(NC(=S)N1CCc2ccccc21)C1CCC1
    -3.3	-4	0	-5	1	-2	27	-9	0	2.2
COc1ccc(NC(=O)C(c2ccc(C)cc2)N(C)C(=O)CNC(C)=O)cc1 (centres undefined)
    0.6	5	-6	4	-1	-2	29	-12	1	0.3
CCCNC(=O)C1(CC2CC(c3ccccc3)=NO2)CCNCC1 (centres undefined)
    -1.0	3	-3	-8	-3	-1	3	-11	-4	0.5
COc1cscc1C(=O)O
    2.6	3	-5	9	2	-1	-3	7	·	-0.7
CCOC(=O)Nc1ccc2c(c1)OCO2
    1.4	1	7	-5	0	-1	10	8	17	-1.3
Cc1c(CNCCc2ccccc2)c(C(=O)O)c(C)n1-c1ccccc1
    -1.7	-5	2	-9	2	-2	-20	-4	-4	-2.3
CC1(C)Cc2c(c(N3CCOCC3)nc3sc(C(=O)Nc4ccccc4)c(N)c23)CO1
    0.6	4	0	-1	-12	0	-58	-3	-3	-1.7
N#CC(C#N)=C1CCCc2sccc21
    1.7	-3	-3	-9	4	0	17	-7	-1	-0.2
COc1ccc2[nH]c(=O)c(CN(Cc3nnnn3Cc3ccccc3)CC3CCCO3)cc2c1 (centres undefined)
    -0.1	-2	6	-11	53*	1	16	3	1	-1.6
CS(=O)(=O)N(CC(=O)NC1CCCCC1)Cc1ccc(Cl)cc1
    -0.6	-1	-2	2	7	1	17	2	-2	-1.1
CC(=O)c1ccc(NC(=O)COC(=O)C2CCN(S(=O)(=O)c3cccs3)CC2)cc1
    1.5	-9	-4	-6	-3	0	7	0	-1	-1.9
CC(C)c1onc(C(=O)N(C)Cc2ccccc2)c1[N+](=O)[O-]
    -2.7	-2	-2	0	-10	0	2	7	1	-3.3
CCCNC(=O)COC(=O)CCC(=O)c1cccs1
    0.9	-8	-4	7	-2	-1	14	4	-4	-1.9
Cc1ccc(S(=O)(=O)N2CCOCC2)cc1NC(=O)COC(=O)CNC(=O)c1ccccc1
    1.2	-3	7	10	-1	-2	11	0	0	0.7
CCOc1ncccc1C(=O)Nc1ccc(C(=O)Nc2ccc(OC)cc2)cc1
    -0.1	-2	-5	1	3	3	-56	0	9	-0.5
O=C(c1ccc(F)cc1)C1CCN(Cc2cn[nH]c2-c2ccccc2)CC1
    1.6	-1	-5	-8	8	-5	3	-2	-3	0.2
O=C(c1cccnc1)N1N=C2CCCCCC2C1(O)C(F)(F)F (centres undefined)
    0.3	-1	-5	0	-14	-2	-3	-6	0	-0.2
Cc1ccc(NC(=O)CN2CCCC2c2cccn2C)c(Br)c1 (centres undefined)
    0.8	-7	-2	3	0	-5	-27	-11	39*	-0.6
CCOC(=O)C1CCN(C(=O)c2cc3ccc(OC)cc3[nH]2)CC1
    -1.6	-2	0	-3	4	0	-2	1	-1	-1.0
COc1ccc(NC(=O)NCc2ccccn2)cc1OC
    0.7	3	-6	-5	-15	0	-4	-5	-10	0.0
CCCCOc1ccc(C(=O)NCC(=O)NCC(=O)OCC)cc1
    -0.7	0	11	-3	-4	6	-1	10	0	·
CCOc1ccc(/C=N/NC(=O)c2ccccc2Cl)cc1CN1CC2CC(C1)c1cccc(=O)n1C2 (centres undefined)
    -0.6	-5	-9	-2	3	1	-29	3	0	1.6
COc1ccc(-c2cc3nc(C)cc(N4CC(C)CC(C)C4)n3n2)cc1 (centres undefined)
    1.0	-2	-5	-6	-2	-9	-60	2	·	0.1
COc1ccc(C2=Nn3c(nnc3-c3ccccc3Cl)SC2)cc1OC1CCOC1 (centres undefined)
    3.8	-5	6	-6	-8	0	1	-5	-5	-1.4
CN(C)CCN(C(=O)c1ccc2ccccc2c1)c1nc2ccc(Br)cc2s1
    2.0	-1	3	-3	28	-2	-6	-8	-4	-2.6
Cc1cc(NC(=O)CSc2ccc(-c3ccccc3)nn2)no1
    -0.3	-4	5	-4	0	-1	-9	-7	1	-2.6
CCOC(=O)C/C(C)=N\Nc1ccc([N+](=O)[O-])cc1[N+](=O)[O-]
    -1.5	-6	12	-1	4	0	10	-24	-1	-0.3
CC(=O)NC1=NN(C(C)=O)C(c2ccc(F)cc2)S1 (centres undefined)
    -0.1	-1	-1	-4	3	0	12	-6	-2	-1.6

(listing goes on)
Every second line gives: C-LANA FP	Keap1-Nrf2 PPI	RTF Ca sens act	PKA-R2B act	Rtt109 Vps75	DAGLB inh	SR-BI uptake up	Cardiac RTF inh	CAL PDZ FP-1	CAL PDZ FP-2
CCOC(=O)[C@H]1[C@H]2COc3ccc(Br)cc3[C@@H]2N2C(=O)CN(Cc3ccc(C)cc3)C(=O)[C@@]12C
    -1.1	-5	4	0	-1	-4	4	-3	-1	0.2
COc1cc(/C=C2\SC(=Nc3ccccc3)N(CCc3c[nH]c4ccccc34)C2=O)ccc1OC(C)C(=O)O (centres undefined)
    2.4	-3	-20	-8	0	5	-23	35*	-2	-0.6
COC(=O)c1ccc(NC(=O)CN2CCN(CCO)CC2)cc1
    1.6	2	-3	9	-2	2	-1	-12	0	·
COc1cc2c(c(OC)c1OC)C(=O)CC2
    1.3	-1	1	9	-3	0	9	-4	-9	0.1
O=C(O)CN1C(=O)/C(=C/C=C/c2ccccc2)SC1=S
    -1.8	-2	-4	-14	·	2	32	-5	-2	-2.5
CC(C)OCCCNC(=O)COCC(=O)Nc1ccc(OCCc2ccccc2)cc1
    -0.4	-1	-2	1	-5	-2	-5	3	·	-0.8
C=CCC1(CC=C)CCCN1C(=O)CC1C(=O)NCCN1Cc1ccccc1OC (centres undefined)
    1.5	-3	12	-4	-28	1	11	-13	1	-0.6
CN(C)S(=O)(=O)N1CCc2ccc(NC(=O)c3ccc(C(F)(F)F)cc3)cc2C1
    0.6	-2	-3	3	1	-4	-42	0	·	-1.5
COc1cccc(/C=N/NC(=O)CNC(=O)/C=C\c2ccccc2)c1O
    -1.1	-1	0	-4	-3	2	4	-2	-3	-1.6
CCOC(=O)Cc1c(C)nc2c(-c3ccc(Cl)cc3)c(C)[nH]n2c1=O
    0.9	0	0	-4	-9	2	-13	-6	-2	-1.3
COc1cc(NC(=O)CN2C(=O)CSc3ccc(S(=O)(=O)N4CCCC4)cc32)cc(OC)c1
    -0.1	-2	0	0	12	2	22	1	-6	-2.5
Cc1ccc(S(=O)(=O)Nc2cccc(N(C)S(C)(=O)=O)c2)cc1[N+](=O)[O-]
    -0.9	4	-1	-7	-6	1	15	-8	-1	-1.7
Cc1cc(C)c(C)c(S(=O)(=O)NCC(=O)N2CCCC2)c1C
    -0.1	-3	-5	-2	-2	-2	-4	-8	-1	0.3
Cc1nnc2sc(-c3cccc(NC(=O)c4cccnc4)c3)nn12
    0.2	-1	-1	0	25	2	7	-5	·	-3.3
